Hep lipid drop – modulators of hepatic lipid droplet formation; AML12 mouse hepatocytes, oleate lipid droplets, BODIPY imaging; inhibition, % at 6.5 µM; 0.4% of 240,000 active;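 active = lipid droplet intensity inhibited by at least 50%, with more than 500 cells counted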
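Assay system: AML12 hepatocytes (mouse); Probe or stimulus: oleic acid at 100 µM to induce lipid droplet formation; Dosing: compound at 6.5 µM only; Schedule: compound with oleate, overnight; Detection: fluorescence imaging, 20x objective, two fields per well; Measure: % inhibition of lipid droplet signal.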
Hep lipid drop cells 6.5 µM – recorded beside Hep lipid drop, whose call it bears; cell count; measured here: cell count, cytotoxicity flag;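 cells counted across two imaged fields per well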
* marks the source's active call; other numbers are inactive results.

entry	Molecule	Hep lipid drop cells 6.5 µM	Hep lipid drop
1	O=C(CS(=O)(=O)c1ccccc1)c1cc2ccccc2oc1=O	775	-11.6
2	CNS(=O)(=O)c1ccc(CCC(=O)N2CCN(c3ccccc3OC)CC2)cc1	843	-0.7
3	COc1ccc(NS(=O)(=O)c2ccc(NS(=O)(=O)c3cccc(C(=O)O)c3)cc2)cc1	807	-22.8
4	CC(=O)N1c2ccc(S(=O)(=O)N3CCCC(C(=O)NCc4ccc(Cl)cc4)C3)cc2CC1C (stereo not given)	659	-26.0
5	COc1ccc(CN(C)S(=O)(=O)c2nnc(NC(=O)c3cccc(F)c3)s2)cc1OC	740	7.2
6	COc1ccc(NC(=O)C(=O)Nc2cccc3ccccc23)c(OC)c1	809	2.6
7	CCCNc1c(NS(=O)(=O)c2ccc(Cl)s2)c(=O)oc2ccccc12	714	-7.3
8	O=C(O)C1CCN(C(=O)c2cccc3ccccc23)CC1	762	-3.2
9	CN(Cc1c(F)cccc1Cl)C(=O)c1cnc2ccccc2n1	768	-15.9
10	Nc1nc(Nc2ccccc2)nc(C(F)(F)F)n1	820	-2.3
11	Cc1ccc(NS(=O)(=O)N2CCOCC2)cc1	699	-5.8
12	CC(=O)c1ccc(OCCNS(=O)(=O)c2ccc(-n3cnnn3)cc2)cc1	746	-12.7
13	O=C(COC(=O)/C=C/c1ccccc1Cl)NCCNC(=O)COC(=O)/C=C/c1ccccc1Cl	821	-1.2
14	COc1ccc(-c2noc(N3CCC(C(=O)Nc4ccc(F)cc4F)CC3)n2)cc1	765	-1.2
15	CCc1ccc(/C=N/NC(=O)c2nnn(-c3nonc3N)c2CN2CCOCC2)cc1	710	-2.6
16	CCSc1ncc(Cl)c(C(=O)Nc2ccccc2F)n1	792	-1.8
17	COCC(=O)Oc1c(S(=O)(=O)c2ccc(C)cc2)c(C)nn1C(C)(C)C	790	-0.6
18	CCOC(=O)c1cc(S(=O)(=O)NCC2CCN(Cc3cccc(C)c3)CC2)cn1C	691	-22.2
19	CC(NC(=O)Cc1ccc(S(=O)(=O)N2CCOCC2)s1)c1ccc(Cl)cc1Cl (stereo not given)	714	3.8
20	CN(C)CCNC(=O)C(=O)NCC1OCCN1S(=O)(=O)c1cc(F)ccc1F (stereo not given)	703	1.3
21	CCOc1ccccc1N(C)S(=O)(=O)c1ccc2[nH]cc(C(=O)N(CCOC)CCOC)c(=O)c2c1	787	-3.5
22	COc1ccc(CCNC(=O)c2ccc3c(c2)N(Cc2ccccc2)CCS3)cc1OC	743	47.2
23	COc1cc(S(=O)(=O)N2CCN(c3ccccn3)CC2)ccc1Br	838	3.8
24	CN(Cc1ccccc1)C(=O)CN(C)S(=O)(=O)c1ccc(F)cc1	861	-1.1
25	O=C(CN(CCc1ccccc1)Cc1ccccc1)Oc1ccccc1P(=O)(O)O	834	9.3
26	O=c1[nH]c(C2CCN(S(=O)(=O)c3ccccc3F)CC2)nc2c1nnn2Cc1ccc2c(c1)OCCO2	719	-3.5
27	Cc1ccc([C@@H]2[C@@H]3C(=O)N(C)C(=O)[C@@H]3[C@]3(Cc4ccccc4)C(=O)N(CCO)CC(=O)N23)o1	781	-3.4
28	CC(C)COc1ccc(C(=O)Nc2ccc(N3CCOCC3)cc2N2CCOCC2)cc1	810	-3.0
29	Cc1ccc(C2=NS(=O)(=O)N(C)C(C(=O)NCc3ccco3)=C2)cc1	791	5.4
30	CC(=O)c1cc(CN2CCC(n3nccc3NC(=O)c3ccccc3Cl)CC2)cs1	658	-28.1

(listing goes on)
entry	Molecule	Hep lipid drop cells 6.5 µM	Hep lipid drop
31	COc1ccc(C(CC(=O)N2CCCC2)c2ccc(F)cc2)cc1 (stereo not given)	759	0.9
32	COc1cccc(NC(=O)[C@@H]2CCC(=O)N2C2OC(=O)c3ccccc32)c1 (stereo not given in full)	782	2.2
33	Cc1cc2cc3c(cc2nc1SCC(=O)N1CCCC1)OCCO3	717	-3.2
34	Cc1ccc(C)c(NC(=S)N2CCC(NC(=O)c3ccco3)CC2)c1	763	5.1
35	Cc1ccc(NS(=O)(=O)c2c(C(=O)N3CCOCC3)c(C)n(C)c2C)cc1	727	-14.1
36	O=C(O)c1cccc2cc(-c3ccccc3)oc(=O)c12	792	7.2
37	CC(C)(Cc1cccc(CC(C)(C)C(=O)O)c1)C(=O)O	803	7.3
38	Cc1ccc(C(=O)NCCCNC(=O)c2cccnc2)cc1	773	5.9
39	CCc1nc(CNC(=O)C2CCC(=O)N(Cc3ccccc3F)C2)no1 (stereo not given)	702	-0.6
40	CCOC(=O)C1CCN(C(=O)Cn2cnc3sc(C)c(S(=O)(=O)N4CCC(C)CC4)c3c2=O)CC1	844	22.9
41	COc1ccccc1NC(=O)CSc1nnc(-c2ccoc2C)n1C	787	-16.9
42	O=Cc1ccc(N2Cc3ccccc3C2)cc1	806	-0.7
43	COc1cccc(NC(=O)Nc2cc(C)on2)c1	784	5.2
44	CCC1CCCCN1CCCNC(=O)CN1C(=O)COc2ccc(S(=O)(=O)N3CCOCC3)cc21 (stereo not given)	682	19.7
45	COc1cc2[nH]c(=O)n(CCCCCC(=O)NC3CCCC3)c(=O)c2cc1OC	738	1.1
46	COC(=O)c1cc(NC(=O)Cc2cccs2)cc(C(=O)OC)c1	862	-0.8
47	CC(=O)OCCc1[nH]c2ccccc2c1C	753	-1.6
48	CC(C)CCn1c(=O)c2ccccc2n2c(CCC(=O)NC3CCN(Cc4ccccc4)CC3)nnc12	762	-29.0
49	Cc1ccc(S(=O)(=O)c2ccc([N+](=O)[O-])cn2)cc1	728	28.2
50	Cc1cccc(OCc2nnc(SCC(=O)O)n2-c2ccccc2)c1	800	-0.6
51	CN(Cc1ccccc1)C1CCCN(C(=O)c2ccc(Cl)s2)C1 (stereo not given)	694	-10.6
52	COc1ccccc1-c1cc(C(=O)N2CCN(c3ccccc3)CC2)no1	798	-13.4
53	Cc1cc2ccccn2c1C(=O)c1ccc([N+](=O)[O-])cc1[N+](=O)[O-]	785	3.3
54	COc1ccc(NC(=O)N2CCCc3ccccc32)cc1OC	805	-7.5
55	OCCC#Cc1c(-c2ccsc2)sc2ccccc12	778	-5.9
56	O=C(NCC1CCCO1)c1cccc(S(=O)(=O)N2CCOCC2)c1 (stereo not given)	674	-7.6
57	CCn1c(=O)c2ccccc2n(Cc2ccc([N+](=O)[O-])cc2)c1=O	818	-2.9
58	COc1ccc(S(=O)(=O)N2CCC(C(=O)NCc3ccncc3)CC2)cc1Cl	820	0.2
59	O=C(NCCCN1CCN(c2ccc(F)cc2)CC1)C1CCCN(c2ncnc3c2nc2n3CCCCC2)C1 (stereo not given)	763	-5.7
60	CN(CCC1CCOCC1)C(=O)c1cc(COc2c(F)cccc2F)on1	704	1.6

Additional records follow.
entry	Molecule	Hep lipid drop cells 6.5 µM	Hep lipid drop
61	CC(C)NC(=O)c1ccc2c(c1)N(CC(=O)N1CCCCC1)C(=O)C(C)(C)O2	804	7.1
62	COc1ccc(NC(=O)C2CCCN(C(=O)Nc3cccc(OC)c3)C2)cc1 (stereo not given)	458	7.9
63	CCC(=O)Nc1ccc2c(c1)nc(CCN1CCN(c3ccccn3)CC1)n2C	811	1.8
64	COCCN(C(=O)CNC(=O)c1ccco1)C(C(=O)NC1CCCC1)c1ccccc1F (stereo not given)	810	-0.2
65	Cc1ccc(CNC(=O)CNC(=O)c2ccco2)cc1	715	21.1
66	O=C(NCc1ccccc1F)C1CCCN1C(=O)Nc1ccccc1 (stereo not given)	826	10.8
67	Cc1ccc(OCc2cc(C(=O)N3CCc4[nH]cnc4C3c3ccccn3)no2)cc1C (stereo not given)	649	1.0
68	Cc1ccsc1/C=N/NC(=O)c1ccc2ccccc2c1	819	-2.3
69	COC(=O)N1C(=O)[C@](c2ccc(OC)cc2)(C(C)C)N1C(=O)OC	794	1.9
70	Cc1nnc(SCC(=O)NC2CC2)n1-c1ccccc1	798	1.2
71	CC(=O)Nc1ccc(SCC(=O)NCCc2ccc(F)cc2)cc1	785	11.2
72	COC(=O)c1ccc(N2CCc3ccccc32)c([N+](=O)[O-])c1	733	-9.6
73	COc1cc(C)ccc1OCc1cc(C(=O)NCCN2CCOCC2)no1	820	0.2
74	Cc1ccc(CNC(=O)C2CCC(CNS(=O)(=O)c3cccc4cccnc34)CC2)cc1 (stereo not given)	583	-17.6
75	Cc1ccc2nc3c(c(N)c2c1)CCN3C	788	-12.8
76	CCn1nc(C)c(CN2CCC(Oc3ccc(C(=O)N4CCCC4)cc3)CC2)c1C	774	4.3
77	CCCc1nc(SCC(=O)NC2CCCC2)c2ccccc2n1	783	-5.6
78	O=C(CSc1ccc(-c2ccc(Br)cc2)nn1)NCC1CCCO1 (stereo not given)	822	6.5
79	O=C(O)c1cccc2c1C(=O)N(Cc1ccccc1)C2	844	-1.9
80	Cn1c(-c2ccncc2)nc2ccccc21	780	-2.2
81	Cc1ccc(C(=O)NCC(=O)N2CCCCCC2)cc1	755	-1.4
82	Nc1nc(SCc2ccc(F)cc2)n[nH]1	796	0.9
83	COc1cc(NS(=O)(=O)c2ccc3[nH]c(=O)[nH]c3c2)cc(OC)c1	729	-0.6
84	Cc1nc2scc(C)n2c(=O)c1S(=O)(=O)NCc1ccccc1	775	4.6
85	Cc1cc(C(=O)N2CCCC(C(=O)c3ccc(Oc4ccccc4)cc3)C2)n[nH]1 (stereo not given)	695	-0.6
86	COc1ccc(C2SCC(=O)N2Cc2ccccc2)cc1 (stereo not given)	808	-1.2
87	COc1ccc(S(=O)(=O)N2CCC(C(=O)NCCC(=O)NCc3ccccc3OC)CC2)cc1	716	25.0
88	Cc1ccc(NS(=O)(=O)c2ccc(-c3ccc(=O)[nH]n3)o2)cc1	744	22.1
89	CCC(C)(C)NC(=O)C(c1ccc(OC)cc1)N(C(=O)CCC(=O)Nc1cc(C)on1)C(C)(C)C (stereo not given)	692	-5.2
90	CCOC(=O)Cc1csc(NC(=O)C(NC(=O)C2CCC(C)CC2)C(C)C)n1 (stereo not given)	433	2.6

Laid out differently: entries from further up.
73	COc1cc(C)ccc1OCc1cc(C(=O)NCCN2CCOCC2)no1
- Hep lipid drop cells 6.5 µM = 820
- Hep lipid drop = 0.2

72	COC(=O)c1ccc(N2CCc3ccccc32)c([N+](=O)[O-])c1
- Hep lipid drop cells 6.5 µM = 733
- Hep lipid drop = -9.6

61	CC(C)NC(=O)c1ccc2c(c1)N(CC(=O)N1CCCCC1)C(=O)C(C)(C)O2
- Hep lipid drop cells 6.5 µM = 804
- Hep lipid drop = 7.1

Continued.
entry	Molecule	Hep lipid drop cells 6.5 µM	Hep lipid drop
91	O=C1C2C3C=CC(CC3)C2C(=O)N1c1ccc(F)cc1 (stereo not given)	833	-1.6
92	CN1C(=O)C(C)(C)N(C(=O)c2cccc([N+](=O)[O-])c2)c2ccccc21	874	-12.7
93	O=C(CN1CCN(C(=O)C2CCCO2)CC1)Nc1ccc(F)cc1 (stereo not given)	814	-2.5
94	O=C(O)c1cccc(NC(=O)c2ccc(CN3C(=O)c4ccccc4C3=O)cc2)c1	818	2.2
95	CN1CCN(S(=O)(=O)c2ccc(NC(=O)c3cccc(F)c3)cc2)CC1	811	-1.5
96	Cc1cc(=O)[nH]c(SC(C)C(=O)Nc2cccc3ccccc23)n1 (stereo not given)	831	-6.4
97	O=C(CSc1n[nH]c(-c2ccccc2Cl)n1)NC1CCCCC1	821	16.2
98	Cc1nn(CCO)c2ncc(C(=O)c3cc(F)ccc3O)cc12	819	4.1
99	COc1ccc2cc3cc(C(=O)NCCCN4CCC(C)CC4)oc3nc2c1	630	7.4
100	CCOc1cc(NC(=O)c2ccccn2)c(OCC)cc1NC(=O)c1ccc(Cl)cc1	842	-2.3
101	Fc1ccc(N=Cc2ccc[nH]2)cc1	845	6.9
102	COc1ccc(NC(=O)CSc2nnc(-c3cnccn3)n2C)cc1OC	772	-0.4
103	Cc1ccc(CS(=O)Cc2ccc(C(=O)N3CCN(C4CCCCC4)CC3)o2)cc1 (stereo not given)	712	-5.7
104	CCC(=C/c1sc2ccc3ccccc3c2[n+]1C)/C=C1\Sc2ccc3ccccc3c2N1C	687	-34.2
105	COc1ccc(NC(=O)CSc2nc3ccccc3nc2N2CCCC2)c(OC)c1	775	30.4
106	COc1cccc(CNC(=O)C2CCC(CNS(=O)(=O)c3cccc4cccnc34)CC2)c1 (stereo not given)	706	-2.0
107	CCOc1ccc(OCC)c(NC(=O)CN2CCN(CC(=O)NC(C)C)CC2)c1	843	-1.3
108	CCCOc1cccc(C2C(C(=O)c3ccco3)=C(O)C(=O)N2CCCn2ccnc2)c1 (stereo not given)	767	-1.2
109	O=[N+]([O-])c1cc(CN2CCCCCC2)ccc1O	866	-2.2
110	CCCCN1CC(=O)N2[C@H](c3ccc(Cl)cc3)[C@@H]3C(=O)N(CC)C(=O)[C@@H]3[C@]2(C)C1=O	788	-7.2
111	OC(CNCc1ccccc1Cl)COc1ccc(F)cc1 (stereo not given)	821	-25.5
112	CC1C(=O)N(Cc2ccccc2)c2ccccc2N1C(=O)c1ccccc1 (stereo not given)	837	-8.6
113	Oc1ccc(NC(=S)Nc2ccc(F)cc2)cc1	801	0.4
114	Cc1cc2oc(=O)sc2cc1NS(=O)(=O)c1cccc2cccnc12	769	13.7
115	CC(=O)N/C(=C\c1ccccc1)C(=O)OCc1ccc(F)cc1	623	-11.9
116	O=C(CN1C(=O)NC2(CCCc3ccccc32)C1=O)NCC(F)(F)F (stereo not given)	836	2.7
117	CCOc1ccc(CN(C)C(C)C(=O)NCCc2ccc(F)cc2)cc1 (stereo not given)	750	-72.2
118	Cc1ccc(C)c(N2CCN(CCN3CCCCC3)CC2)c1	421	14.3
119	CC(=O)Oc1ccc(C23CC4CC(CC(C4)C2)C3)cc1C(=O)O	835	-12.3

An excerpt from above in order of heavy-atom count, smallest number first:
entry	Molecule	Hep lipid drop cells 6.5 µM	Hep lipid drop
90	CCOC(=O)Cc1csc(NC(=O)C(NC(=O)C2CCC(C)CC2)C(C)C)n1 (stereo not given)	433	2.6
30	CC(=O)c1cc(CN2CCC(n3nccc3NC(=O)c3ccccc3Cl)CC2)cs1	658	-28.1
100	CCOc1cc(NC(=O)c2ccccn2)c(OCC)cc1NC(=O)c1ccc(Cl)cc1	842	-2.3

The list is partial; rates above refer to the full screens.
